Screening data deposited in PubChem BioAssay by National Center for Advancing Translational Sciences (NCATS).
KDM5B inhibitor – KDM5B demethylase inhibition; Q9UGL1; KDM5B demethylase, FDH-coupled NADH fluorescence (FDH is formaldehyde dehydrogenase); Potency, µM (doses to about 57.7 µM), inactives show top-dose activity change, negative = inhibition, actives largely listed as inhibitors; 220,000 compounds, 2.6% hits; AID 1347165; active = well fitted inhibition curve with a large enough effect; inconclusive = small, poorly fitted or top-dose-only effect; inactive = no such curve, though single readings can be large or run the other way; also: 0% is about no effect; nearly all actives have a fitted effect of over 70% in size
Target sequence (Q9UGL1 whole entry, looked up): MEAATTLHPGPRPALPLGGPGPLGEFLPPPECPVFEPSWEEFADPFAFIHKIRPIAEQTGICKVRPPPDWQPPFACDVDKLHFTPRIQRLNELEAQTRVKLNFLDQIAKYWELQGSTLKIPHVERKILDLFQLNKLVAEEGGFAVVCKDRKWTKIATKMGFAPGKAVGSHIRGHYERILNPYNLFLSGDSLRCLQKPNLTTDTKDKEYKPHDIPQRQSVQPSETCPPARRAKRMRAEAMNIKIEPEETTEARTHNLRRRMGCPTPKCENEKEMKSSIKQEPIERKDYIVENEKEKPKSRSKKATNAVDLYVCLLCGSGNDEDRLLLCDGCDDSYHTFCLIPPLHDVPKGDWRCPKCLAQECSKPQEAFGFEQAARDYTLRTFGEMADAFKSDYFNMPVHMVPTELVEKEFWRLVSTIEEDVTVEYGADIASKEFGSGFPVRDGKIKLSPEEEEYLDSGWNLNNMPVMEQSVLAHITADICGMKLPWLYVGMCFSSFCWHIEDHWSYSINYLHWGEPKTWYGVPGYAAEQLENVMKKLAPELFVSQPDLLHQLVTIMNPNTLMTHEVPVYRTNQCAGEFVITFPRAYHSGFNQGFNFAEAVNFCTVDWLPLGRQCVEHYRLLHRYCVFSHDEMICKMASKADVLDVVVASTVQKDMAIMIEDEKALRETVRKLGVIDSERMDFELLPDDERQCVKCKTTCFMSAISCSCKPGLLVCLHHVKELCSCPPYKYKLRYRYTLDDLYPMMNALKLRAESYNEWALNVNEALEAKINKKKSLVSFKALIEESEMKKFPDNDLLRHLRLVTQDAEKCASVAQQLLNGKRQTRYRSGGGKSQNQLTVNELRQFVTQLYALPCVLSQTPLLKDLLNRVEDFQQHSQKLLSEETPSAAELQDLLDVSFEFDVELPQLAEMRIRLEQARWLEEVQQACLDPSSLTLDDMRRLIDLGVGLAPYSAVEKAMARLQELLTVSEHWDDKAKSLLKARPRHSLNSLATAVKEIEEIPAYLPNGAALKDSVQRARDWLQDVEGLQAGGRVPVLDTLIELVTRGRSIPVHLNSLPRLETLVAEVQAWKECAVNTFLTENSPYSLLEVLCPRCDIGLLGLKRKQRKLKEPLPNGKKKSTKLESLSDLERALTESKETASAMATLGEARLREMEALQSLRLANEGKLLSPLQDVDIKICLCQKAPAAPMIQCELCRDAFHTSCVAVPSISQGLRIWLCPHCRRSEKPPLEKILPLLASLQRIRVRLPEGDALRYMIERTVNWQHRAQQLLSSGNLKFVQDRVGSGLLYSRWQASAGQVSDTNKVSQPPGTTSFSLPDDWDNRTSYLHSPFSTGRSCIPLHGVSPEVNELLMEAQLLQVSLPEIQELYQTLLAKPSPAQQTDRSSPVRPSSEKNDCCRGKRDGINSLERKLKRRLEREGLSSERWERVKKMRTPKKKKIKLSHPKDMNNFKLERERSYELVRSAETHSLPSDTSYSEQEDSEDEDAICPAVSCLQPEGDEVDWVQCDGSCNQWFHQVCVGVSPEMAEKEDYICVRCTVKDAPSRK
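qHTS format, multiple compound concentrations. Buffer 50 mM HEPES pH 7.5/0.01% Tween-20; 200 nM KDM5BΔAP final; 10 min compound preincubation; substrate-mix levels 12.5 µM peptide, 25 µM α-KG, 0.25 mM NAD⁺; 30 min RT; ΔRFU.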
* = called active by the depositor; [ ] = dose if it differs, or a comment. Potency is read from the fitted curve at half-maximal effect. Some of the compounds tested (hit frequency here may not be typical).

Screening COc1cccc(CNC(=O)Cn2ncc3c4ccccc4n(Cc4ccccc4)c3c2=O)c1 returned KDM5B inhibitor inconclusive.
COCc1nc(C2CCCN(C(=O)Cc3cccc(OC)c3)C2)no1 (centres undefined) was read as KDM5B inhibitor 16%.
Cc1ccc(C(=O)Nc2nnc(SCc3cc(=O)n4ccc(C)cc4n3)s2)cc1 was read as KDM5B inhibitor -9%.
Screening CCn1c(CN(Cc2ccccc2)Cc2ccccc2)nc2c1c(=O)[nH]c(=O)n2C returned KDM5B inhibitor 19%.
NS(=O)(=O)c1ccc(NNC(=O)/C=C/c2cccs2)c([N+](=O)[O-])c1 was read as KDM5B inhibitor -14%.
For COc1ccc(OC)c(CN2CCNc3cc(-c4ccnc(C)c4)ncc3C2)c1 the results were KDM5B inhibitor -18%[86.2 µM].
For CCNC(=O)N1CC[C@H]2CC(=O)N(CCc3cccc(OC)c3OC)CC[C@H]2C1 the results were KDM5B inhibitor -22%[86.2 µM].
`O=C(Cn1nc2n(c1=O)CCCCC2)N1CCCc2ccccc21` gave KDM5B inhibitor -3%.
Screening COCCNC(=O)C1c2ccccc2C(=O)N(C2CCCC2)C12CCCCC2 (centres undefined) returned KDM5B inhibitor -4%.
For c1ccc(CN2CCC3(CC2)Nc2ccccc2S3)cc1 the results were KDM5B inhibitor -22%.
`COc1ccc(OC)c(CNCc2cccn2-c2nnc(N3CCN(C)CC3)s2)c1` gave KDM5B inhibitor -10%.
For CN(C)C[C@@H]1CN(C2CCOCC2)C[C@H]1NS(=O)(=O)c1ccc(C#N)cc1 the results were KDM5B inhibitor inconclusive.
Screening Fc1ccc(C2Cn3nnc(-c4nc(-c5ccccc5Cl)no4)c3CO2)cc1 (centres undefined) returned KDM5B inhibitor -13%.
`COc1ccccc1C(C)NC(=O)CN1CCN(c2ccc([N+](=O)[O-])c3cnccc23)CC1` (centres undefined) gave KDM5B inhibitor -10%.
For COc1ccc(C(=O)N2CCCCCNC(=O)[C@@H]3CCC[C@@H]32)cc1F the results were KDM5B inhibitor 9%.
`COCCCNC(=O)C1CC(=O)N(c2n[nH]c3cccc(F)c23)C1` (centres undefined) gave KDM5B inhibitor 15%.
For Cc1ccc(C)c(OCCSc2nc3ccccc3n2CC(=O)N2CCOCC2)c1 the results were KDM5B inhibitor -16%.
For CC(C)CCNC(=O)C1CCC(Cn2c(=O)c3sccc3n(CC(=O)NC(C)C)c2=O)CC1 (centres undefined) the results were KDM5B inhibitor -10%.
COc1cccc(C(=O)Nc2nnc(CCc3ccccc3)s2)c1 was read as KDM5B inhibitor 6%.
Screening COC(=O)[C@@H]1Cc2ncn(Cc3ccc(Cl)cc3)c2CN1C(=O)c1ccccc1OC returned KDM5B inhibitor inconclusive.
CCC(=O)Nc1ccc(C2(C(=O)N3CCC(N4CCCCC4)CC3)CCCCC2)cc1 was read as KDM5B inhibitor -19%.
For Cc1cc(S(=O)(=O)NCC(C)O)c(C)cc1Cl (centres undefined) the results were KDM5B inhibitor 16%.
Screening O=C(CC1CCN(C(=O)NC2CCCCC2)C1)NCc1ccccc1 (centres undefined) returned KDM5B inhibitor -9%.
`Cc1ccccc1CCC1CCCN(C(=O)C2(C)CC2)C1` (centres undefined) gave KDM5B inhibitor 8%.
Screening COc1cccc(NC(=O)Nc2ccc3snnc3c2)c1 returned KDM5B inhibitor -18%.
CCCCc1nn(CC(=O)NCc2cccc3[nH]ccc23)c(=O)n1CC was read as KDM5B inhibitor -27%.
Cn1ccnc1CN1CCOC[C@H](Oc2ccccc2)C1 was read as KDM5B inhibitor -5%[115 µM].
`Cn1nc(C(=O)NCc2nnc3n2CCCCC3)c2ccccc2c1=O` gave KDM5B inhibitor 14%.
`Cc1cccc(C)c1Oc1ncccc1CNC(=O)CCN1CCCCO1` gave KDM5B inhibitor 10%.
C[C@@H]1CN(C(=O)c2ccc(-c3nnn(C)n3)cc2)C[C@@]1(O)C1CC1 was read as KDM5B inhibitor 26%.
For COc1cc(C2NC(=O)N(C)C3=C2C(=O)N(c2cccc(Cl)c2)C3)ccc1O (centres undefined) the results were KDM5B inhibitor inconclusive.
CC(C)COc1ccc(Nc2ncnc3ccc(Br)cc23)cc1 was read as KDM5B inhibitor -18%.
O=C(NCCNS(=O)(=O)c1cccs1)c1cc2ccccc2[nH]1 was read as KDM5B inhibitor -26%.
Screening Cc1cc(=O)oc2cc(OCC(=O)NCC(C)(c3ccccc3)c3ccccc3)ccc12 returned KDM5B inhibitor -25%.
O=C(Nc1ccc(-c2nnc3n2CCCC3)cc1)c1cccc(F)c1 was read as KDM5B inhibitor -10%.
O=C(CCc1ncc(-c2ccc(Cl)cc2)o1)N1CCOCC1 was read as KDM5B inhibitor -12%.
Screening Cc1ccc(C(=O)Nc2ccccc2SCc2cc(=O)n3oc(C)cc3n2)cc1 returned KDM5B inhibitor -8%.
For COc1cccc(C(=O)Nc2c(C(=O)N3CCN(Cc4ccccc4)CC3)oc3ccccc23)c1 the results were KDM5B inhibitor inconclusive.
Screening COC(=O)CNC(=O)N1CCOC(c2ccc(Cl)c(Cl)c2)C1 (centres undefined) returned KDM5B inhibitor -2%.
Cc1cc(CN2CCC(CO)(Cc3ccccc3Cl)CC2)cc(C)c1O was read as KDM5B inhibitor -13%.
COc1ccc(Cl)cc1-n1cnc2cc(C(=O)N3CCSCC3)ccc2c1=O was read as KDM5B inhibitor -7%.
`Cc1cccc(-c2cccc3c4c([nH]c23)[C@@H]2C[C@H](N(C)C(=O)C3CCCCC3)[C@H]([C@H](C)O)CN2CC4)c1` gave KDM5B inhibitor inconclusive.
`CO[C@H]1C(=O)N(C(C)C)[C@H]1C1CCN(Cc2ccc3cc[nH]c3c2)CC1` gave KDM5B inhibitor inconclusive.
O=C(NCc1ccc(O)cc1)c1cnc2ccccc2n1 was read as KDM5B inhibitor -6%.
`Cc1ccc2c(=O)c(C(=O)c3ccccc3)cn(CC(=O)Nc3ccccc3)c2n1` gave KDM5B inhibitor -24%.
For CCC12CC3CC(Br)(C1)CC(C(=O)O)(C3)C2 (centres undefined) the results were KDM5B inhibitor 14%.
Screening CC(C)OC(=O)c1cccnc1SCC(=O)Nc1ccc(C(F)(F)F)cc1Cl returned KDM5B inhibitor -17%.
Cc1ccc2[nH]c3c(=O)n(CC(=O)N(CCN(C)C)Cc4ccccc4)ncc3c2c1 was read as KDM5B inhibitor inconclusive.
`Cc1cnc2c(S(=O)(=O)NCCCOC(C)C)cccc2c1` gave KDM5B inhibitor 8%.
`CN(C)C(=O)CSc1nc(-c2ccco2)nc2ccccc12` gave KDM5B inhibitor inconclusive.

Among those listed so far, these have a furan ring, fused or not.
For COc1cccc(C(=O)Nc2c(C(=O)N3CCN(Cc4ccccc4)CC3)oc3ccccc23)c1 the results were KDM5B inhibitor inconclusive.
`CN(C)C(=O)CSc1nc(-c2ccco2)nc2ccccc12` gave KDM5B inhibitor inconclusive.

More entries follow.
`Cc1ccc(C(=O)N2CCc3sc(C(=O)NCc4ccc(F)cc4F)cc3C2)cc1` gave KDM5B inhibitor -13%.
For CC(=O)Nc1ccc(C2(C(=O)NCc3cccs3)CCC2)cc1 the results were KDM5B inhibitor -6%.
For Cc1[nH]c(=O)[nH]c(=O)c1S(=O)(=O)Nc1ccc(Br)cc1 the results were KDM5B inhibitor 5%.
`COc1ccc(-c2noc(CSc3nnc(-c4ccc(Cl)cc4)n3C)n2)cc1OC` gave KDM5B inhibitor -12%.
Screening Cc1ccc(S(=O)(=O)N2CCN(Cc3ccccc3)CC2)c(C)c1NS(C)(=O)=O returned KDM5B inhibitor -8%.
For Cc1cc(O)c(-c2ccnc3cc(-c4ccccc4)nn23)cc1Cl the results were KDM5B inhibitor -9%.
COc1ccc(C(=O)OCc2ccc(C#N)cc2)c(O)c1 was read as KDM5B inhibitor 2%.
`Cc1sc2nc(CN3CCCC3)nc(Sc3nnnn3C3CC3)c2c1C` gave KDM5B inhibitor inconclusive.
COC(=O)Cc1c(C)c2ccc(O)cc2oc1=O was read as KDM5B inhibitor inactive.
`O=C(O)c1ccc(CCO)s1` gave KDM5B inhibitor 15%.

Arranged by length of the SMILES (low to high): some entries from above.
`O=C(O)c1ccc(CCO)s1` gave KDM5B inhibitor 15%.
COc1ccc(C(=O)OCc2ccc(C#N)cc2)c(O)c1 was read as KDM5B inhibitor 2%.
For CC(=O)Nc1ccc(C2(C(=O)NCc3cccs3)CCC2)cc1 the results were KDM5B inhibitor -6%.
`Cc1sc2nc(CN3CCCC3)nc(Sc3nnnn3C3CC3)c2c1C` gave KDM5B inhibitor inconclusive.
`Cc1ccc(C(=O)N2CCc3sc(C(=O)NCc4ccc(F)cc4F)cc3C2)cc1` gave KDM5B inhibitor -13%.

(more compounds)
For Cc1ccc(CCNC(=O)CCSCc2ccccc2F)cc1 the results were KDM5B inhibitor -16%.
Screening O=C(NC[C@@H]1CCCN1)C1CCN(c2nc(-c3ccccc3)nc3c2CCC3)CC1 returned KDM5B inhibitor -32%.
COc1ccc(C(=O)Nc2ccc3[nH]ccc3c2)cc1OC was read as KDM5B inhibitor 10%.
`COCCCn1c(SCC(=O)N2CCOCC2)nnc1-c1ccco1` gave KDM5B inhibitor 21%.
For OC1(CN2CCC(CCn3cccn3)CC2)CNCCOC1 (centres undefined) the results were KDM5B inhibitor -20%.
Screening COCCN1C(=O)CS(=O)(=O)C12CCN(C(=O)c1ccc(C)cc1)CC2 returned KDM5B inhibitor 5%.
For Cc1c2cnn(CC(=O)NC(C)C)c(=O)c2c(C)n1Cc1cccc(Cl)c1 the results were KDM5B inhibitor -11%.
O=C(OCC(=O)N1CCCCCC1)c1ccccc1-c1nc2ccccc2s1 was read as KDM5B inhibitor 5%.
C=CCNC(=O)c1cc(-c2ccc3ccccc3n2)nc2ccccc12 was read as KDM5B inhibitor -17%.
COc1ccc(CC(=O)Nc2ccc(=O)n3c2[C@@H]2C[C@@H](CN(C(=O)Nc4ccc(F)cc4)C2)C3)cc1 was read as KDM5B inhibitor -26%.
c1ccc(CC2=NOC3(CCN(C4COC4)CC3)C2)cc1 was read as KDM5B inhibitor 2%[149 µM].
For N#Cc1cccc(OCC(=O)c2ccc3c(c2)CCCC3)c1 the results were KDM5B inhibitor 13%.
Screening Cc1ccc(NC(=O)C2CCCN(S(=O)(=O)c3cccc4cccnc34)C2)c(C)c1 (centres undefined) returned KDM5B inhibitor -17%.
COc1cccc(NC(=O)c2sc3nc(C)c(C(=O)Nc4ccc(C)cc4C)c(-c4ccc(Br)cc4)c3c2N)c1 was read as KDM5B inhibitor inconclusive.
For Cc1noc(C)c1C(=O)N1CCC2(CC1)CN([S+](C)(=O)[O-])Cc1ccccc1O2 the results were KDM5B inhibitor 14%[115 µM].
`Nc1ccccc1-n1ccnc1` gave KDM5B inhibitor 3%.
`O=C(O)C[C@@H]1CCN(C(=O)C2CCC2)C[C@@H]1CCN1CCN(c2cccc(C(F)(F)F)c2)CC1` gave KDM5B inhibitor -21%.
Screening CN1C[C@H]2CN(Cc3ccc(C(F)(F)F)cc3)CCN2C1=O returned KDM5B inhibitor -27%[86.2 µM].
COc1ccccc1OCCNC(=O)[C@@H]1COCC(=O)N1Cc1ccc(F)cc1 was read as KDM5B inhibitor 11%.
Screening COCCCNc1ncnc2c1cnn2-c1ccc(F)cc1 returned KDM5B inhibitor inconclusive.
COc1cccc(-c2ccc(NC(=O)C3CCCN(Cc4cc(C)[nH]n4)C3)cc2)c1 (centres undefined) was read as KDM5B inhibitor -10%.
CCCCn1nc(NC(=O)CCC)c2cc3cc(OC)ccc3nc21 was read as KDM5B inhibitor inconclusive.
Screening CCCn1ccc2sc(C)c(C(=O)O)c2c1=O returned KDM5B inhibitor 4%.
`CC(=O)c1ccc(NC(=O)C23CCC(C2)C(C)(C)C3=O)cc1` (centres undefined) gave KDM5B inhibitor -7%.
For CC(C)(C)C(=O)N1CCC(C(=O)N2CCN(c3ccc(F)cc3)CC2)CC1 the results were KDM5B inhibitor 11%.
Cc1ccc(NS(=O)(=O)c2cccc(C(=O)NCC(c3ccco3)N3CCCC3)c2)cc1 (centres undefined) was read as KDM5B inhibitor -10%.
CC(C(=O)O)n1c2ccccc2c2cnn(C)c(=O)c21 (centres undefined) was read as KDM5B inhibitor inconclusive.
Screening COc1ccc(-c2cn3nc(N4CCCC(C(=O)Nc5ccc(C)c(C)c5)C4)sc3n2)cc1 (centres undefined) returned KDM5B inhibitor -5%.
Screening CC(=O)N1CCc2nn(CC(=O)N3CCc4ccccc43)c(=O)cc2C1 returned KDM5B inhibitor 5%.
`Cc1nc2scc(CC(=O)N3CCCCC3)n2c(=O)c1-c1cc(C)n(-c2ccc(F)cc2)n1` gave KDM5B inhibitor inconclusive.

2 compounds picked at random from those above:
O=C(Nc1ccc(-c2nnc3n2CCCC3)cc1)c1cccc(F)c1 was read as KDM5B inhibitor -10%.
Screening COC(=O)CNC(=O)N1CCOC(c2ccc(Cl)c(Cl)c2)C1 (centres undefined) returned KDM5B inhibitor -2%.

Carrying on:
CN(C)S(=O)(=O)c1ccc(C(=O)OCCc2ccccc2)cc1 was read as KDM5B inhibitor -2%.
For c1ccc2n[nH]nc2c1 the results were KDM5B inhibitor 4%.
COc1ccccc1N1CCN(C(=O)CCS(=O)(=O)c2ccc3c(c2)oc(=O)n3C)CC1 was read as KDM5B inhibitor -21%.
`Cc1ccc(CN2CCN(Cc3c[nH]c4ccccc34)CC2)cc1` gave KDM5B inhibitor inconclusive.
For CC(C)=CCN1CCCC2(Cc3ccccc3CNC2=O)C1 (centres undefined) the results were KDM5B inhibitor 5%[149 µM].
`CCC(CNC(=O)c1nn(-c2ccccc2)c(=O)c2ccccc12)c1ccccc1` (centres undefined) gave KDM5B inhibitor 9%.
Cc1ccc(C(=O)O)cc1NC(=O)CSc1ncnc2sc3c(c12)CCC3 was read as KDM5B inhibitor 5%.
